# PG9 Ab binder – PG9 antibody binding by small molecule; inhibition, % at 6.7 µM; TR-FRET gp120-PG9 antibody binding; 360,000 compounds, 0.43% hits; AID 624416; in the data active = inhibition above about 8.5%
# LEDGF integ inh – blocks HIV-1 LEDGF/p75-dependent DNA integration. TR-FRET IN-LEDGF/p75 DNA integration, Eu/Cy5. inhibition, % at 3.7 µM. 370,000 compounds, 0.64% hits. AID 743269;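 active = inhibition above the screen-wide mean plus 3 SD, cut at about 13% in these data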;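 also: signal is the Cy5 over europium emission ratio at 671 and 618 nm; 0% = plate median of compound wells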
# TDP2 inh – TDP2 (human) inhibition, absorbance primary screen; O95551; AID 720702; recombinant TDP2, T5PNP hydrolysis, p-nitrophenol absorbance 415 nm; 370,000 compounds, 0.34% hits; inhibition, % at 12.8 µM;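 active = inhibition above the mean of all tested compounds plus 3 SD, set per campaign, cut at about 25% in these data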;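 also: 0% = DMSO with enzyme and 100% = buffer with substrate but no TDP2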
# Target sequence (O95551 whole entry, looked up): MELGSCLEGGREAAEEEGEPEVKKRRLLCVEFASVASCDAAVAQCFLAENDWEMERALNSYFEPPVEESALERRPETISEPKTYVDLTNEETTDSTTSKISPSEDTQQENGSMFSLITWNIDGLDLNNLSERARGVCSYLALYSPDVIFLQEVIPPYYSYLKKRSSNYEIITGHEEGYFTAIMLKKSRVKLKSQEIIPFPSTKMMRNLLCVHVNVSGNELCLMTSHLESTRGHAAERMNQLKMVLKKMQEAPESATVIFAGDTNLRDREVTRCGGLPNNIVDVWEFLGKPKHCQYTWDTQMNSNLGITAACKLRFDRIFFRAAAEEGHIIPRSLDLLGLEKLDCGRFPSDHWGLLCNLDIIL
#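 System – recombinant human TDP2 · Quantity – TDP2 enzyme at 120 nM final · Doses – single concentration, 12.8 µM nominal, with 1% DMSO · Incubation – 2 h at 37 °C · Measured by – epi absorbance of p-nitrophenol freed from T5PNP by hydrolysis · Read-out – % inhibition relative to enzyme-containing and enzyme-free wells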
# SIAE primary – inhibitors of human sialic acid acetylesterase SIAE | Q9HAT2 | SIAE FP-Rh probe binding, fluorescence polarization | inhibition, % at 9.66 µM | 370,000 compounds, 0.69% hits | AID 1053197;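 active = inhibition above a cutoff: mean of compounds within the control limits plus 3 SD of those, cut at about 17% in these data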;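 also: 0% = plate median of compound wells and 100% = probe without SIAE protein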
# DDE Tn7 FP inh – inhibitors of Tn7 peptide binding to human fibrin DD(E). P02675. 370,000 compounds, 0.13% hits. FP displacement of FITC-Tn7 peptide from fibrin DD(E); 0% = median of compound wells per plate. inhibition, % at 8.3 µM;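 active = inhibition above the mean of compounds falling within the control limits plus 3 SD of them, cut at about 14% in these data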;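 also: 0% = plate median of compound wells and 100% = 10 µM Aha-Tn7 peptide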
#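 Assay system: Human clot-derived fibrin DD(E) complex | Buffer or medium: Tris/NaCl/CaCl2 buffer, pH 7.8 | Repeats: One replicate per compound | Benchmarks: Aha-Tn7 high control | Measure: % inhibition scaled between sample-field median and high-control FP | Schedule: 10 min plus 3 h, room temperature | Signal: Fluorescence polarization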
# PRMT1 FP inh – blocks human protein arginine methyltransferase 1 | Q99873 | recombinant PRMT1, activity-based probe fluorescence polarization | inhibition, % at 2.79 µM | 370,000 compounds, 1.3% hits;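 active = inhibition above about 21% made by adding two undisclosed values, limit read from the data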
# TCR CD3 inh – human TCR-CD3 binding inhibition; inhibition, % at 9.4 µM; TAMRA-labeled TCR probe fluorescence, biochemical; 360,000 compounds, 0.37% hits; in the data active = inhibition above about 19%;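 also: recombinant mutant TCR 2C K166C tagged with TAMRA read by polarization; 0% = receptor in buffer alone and 100% = receptor with positive control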
# HTRA1 inhibitor – HTRA1 (human) protease inhibition; Q92743; recombinant HTRA1, FP-rhodamine activity-based probe, fluorescence polarization; inhibition, % at 5.96 µM; 340,000 compounds, 0.5% hits; in the data active = inhibition above about 36%;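 also: 0% = enzyme with DMSO and 100% = wells lacking enzyme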
# Target sequence (Q92743 whole entry, looked up): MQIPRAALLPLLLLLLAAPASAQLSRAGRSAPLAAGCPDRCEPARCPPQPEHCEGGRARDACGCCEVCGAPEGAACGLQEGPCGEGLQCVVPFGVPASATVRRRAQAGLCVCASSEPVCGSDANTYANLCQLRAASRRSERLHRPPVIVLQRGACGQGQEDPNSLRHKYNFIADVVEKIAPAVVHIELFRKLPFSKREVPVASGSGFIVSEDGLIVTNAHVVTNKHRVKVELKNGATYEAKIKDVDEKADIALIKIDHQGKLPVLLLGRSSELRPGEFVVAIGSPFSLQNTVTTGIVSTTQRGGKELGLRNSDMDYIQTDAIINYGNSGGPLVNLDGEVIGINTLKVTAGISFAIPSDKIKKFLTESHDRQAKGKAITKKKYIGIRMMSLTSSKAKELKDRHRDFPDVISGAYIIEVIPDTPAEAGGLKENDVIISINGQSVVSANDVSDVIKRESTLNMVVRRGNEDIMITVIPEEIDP
# UHRF1 MBD2 ctr – UHRF1 methyl-DNA binding inhibition; UHRF1 binding to methylated oligo, TR-FRET; inhibition, % at 4.4 µM; 370,000 compounds, 0.75% hits; Q96T88; in the data active = inhibition above about 21%;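 also: UHRF1 SRA domain binding a hemimethylated CpG hairpin DNA probe; 0% = median of test compound wells and 100% = reference inhibitor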
# ABHD4 inh – inhibitors of mouse ABHD4; 370,000 compounds, 0.54% hits; inhibition, % at 8.92 µM; AID 720543; purified mABHD4, FP-Rh probe fluorescence polarization; Q8VD66;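 active = inhibition exceeding the mean over every tested compound plus 3 SD, cut at about 30% in these data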;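 also: 0% = plate median of compound wells and 100% = S159A mutant with DMSO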
#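 Assay system: mouse ABHD4 enzyme, wild type / Also added: fluorescent activity-based probe FP-Rh / Doses: single nominal dose of 8.92 µM, 0.89% DMSO final / Timing: 45 min compound pre-incubation plus 60 min probe step, 25 °C / Signal: FP readout, ex 525 nm / em 598 nm / Control set: S159A mutant/DMSO as 100%, compound-well median as 0%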
# Starred values were filed as active, the others as inactive; x = no result given.
SMILES,PG9 Ab binder,LEDGF integ inh,TDP2 inh,SIAE primary,DDE Tn7 FP inh,PRMT1 FP inh,TCR CD3 inh,HTRA1 inhibitor,UHRF1 MBD2 ctr,ABHD4 inh
CCOc1cc(C2NC(=O)c3ccccc3O2)ccc1OC(C)C (centres undefined),1.0,-1,-7,3,0,0,-1,1,-2,-2
O=NN(CCF)C(=O)NC1CCS(=O)(=O)CC1,1.9,3,-12,0,1,-3,-1,x,0,-2
CCCOc1ccc(/C=N/NC(=O)C(C)Sc2ccccn2)cc1OCC (centres undefined),-0.4,-1,-3,-2,12,0,7,-3,-2,-6
COc1ccc(S(=O)(=O)N2CCCOC2CNC(=O)C(=O)NCCCn2ccnc2)cc1OC (centres undefined),0.1,-4,-4,-1,-2,2,-4,1,3,1
CC(=O)Nc1ccc(C(=O)Cn2c3[n+](c4c(F)c(F)ccc42)CCCCC3)cc1,0.0,-1,3,-2,1,2,-3,1,2,4
O=C(O)c1ccc(CSc2nc(-c3ccccc3)cc(C(F)(F)F)n2)cc1,1.3,-5,-8,-10,1,4,-1,-12,7,-1
CC(=O)Nc1ccc(S(=O)(=O)N2CCC(NC(=O)C(Cc3ccc(C)cc3)NC(C)=O)CC2)cc1 (centres undefined),-0.6,0,9,-3,5,-1,2,2,-1,5
COc1ccc(CNC(=O)CN2C(=O)COc3ccc(S(=O)(=O)N4CCCCC4)cc32)cc1,-1.9,0,12,6,2,-7,5,-9,0,-2
O=C(COC(=O)C1CC2CCCC(C1)C2=O)Nc1ccccc1 (centres undefined),1.2,-4,3,2,0,-2,3,14,-1,2
COc1ccc(C(=O)N/N=C/c2ccc(OC(=O)c3ccccc3)cc2)cc1,-0.9,-1,-3,4,2,4,-4,-5,4,1
CCn1c(SCC(=O)Nc2nccs2)nnc1C1CC1,-3.3,3,4,0,0,2,4,2,1,9
Nc1c2c3c(sc2nc(=O)n1N)CCCC3,-1.3,0,-2,-1,2,-1,2,-1,-1,-3
COc1ccc(CN(C(=O)c2nsc(Cl)c2Cl)C(C(=O)NC2CCCC2)c2ccc(OC)cc2)cc1 (centres undefined),0.6,2,1,-5,-1,2,-11,-14,0,1
CC(C)CCNC(=O)CCc1nnc(Cc2c[nH]c3ccccc23)o1,0.5,-4,-4,10,4,-3,6,-1,0,-2
Cc1occc1-c1nnc(SCC(=O)NC2CCC(C)CC2)o1 (centres undefined),2.2,-5,4,7,5,2,-5,4,1,7
Cc1ccc(-c2noc(CNC(=O)c3ccoc3C)n2)cc1,-0.1,4,-11,5,0,-5,-8,-2,3,-4
CCOc1ccc(NC(=O)CC2C(=O)N(c3ccccc3)C(=O)N2Cc2ccccn2)cc1 (centres undefined),2.1,-4,13,0,5,0,1,-1,-5,10
COc1ccc(N2CC(C(=O)Nc3nc4ccc(F)cc4s3)CC2=O)c(OC)c1 (centres undefined),-1.7,-2,-1,5,-1,4,-4,-4,0,4
CC(=O)COc1ccc2cc(-c3ccccc3)c(=O)oc2c1,1.3,-2,-5,4,4,0,-5,-11,-3,0
N#Cc1c(SCC(=O)Nc2ccccc2)nsc1SCC(=O)Nc1ccccc1,-3.0,-8,-7,-3,3,2,2,0,10,-2
Cc1noc(C)c1NC(=O)Nc1cccc2c1O[C@H](CN(C)C(=O)NC(C)C)[C@@H](C)CN([C@H](C)CO)C2=O,-1.7,2,-4,0,1,0,4,5,-3,2
C/C(Cn1nnc2ccccc21)=N/OC(=O)c1c(F)cccc1F,-1.8,-2,-7,-4,2,0,2,2,2,2
CCn1cc(SCC(=O)NCC2CCCO2)c2ccccc21 (centres undefined),0.5,-3,8,-3,0,1,-2,-1,0,9
O=C(Nc1ccc(C(F)(F)F)cc1Cl)c1ccc(Cn2cc(Br)cn2)o1,-0.8,-3,5,-1,7,1,7,-36,-2,-16
O=C(Nc1ccccc1N1CCCCC1)c1ccco1,-0.1,2,2,-2,2,2,10,-12,0,5
COc1cccc(NC(=O)N2CCCc3ccccc32)c1,-4.3,-1,-3,3,2,2,-6,1,5,9
C[C@@]12CCC3[C@@](CCC4[C@@]3(C)CCC[C@@]4(C)C(=O)NC3CCCCC3)(CC1=O)C2 (some centres undefined),1.3,0,5,0,-5,3,0,-8,1,-10
CC(C)(C)NC(=O)C1CC(=O)N(CCc2ccc(F)cc2)C1 (centres undefined),0.9,0,14,5,-7,-3,-3,0,1,7
CCc1ccc(/C=C2/SC(=S)N(CCCC(=O)Nc3cccc(C(=O)O)c3)C2=O)cc1,-1.3,-3,3,-27,3,1,-1,-6,-1,3
COc1ccc(S(=O)(=O)N2CCCCCC2)cc1C(=O)OCC(=O)NC(C)(C)C,-1.0,-3,-2,5,-3,-4,12,5,0,4
COc1ccc(S(=O)(=O)N2CCCC2C(=O)NCc2cccs2)cc1 (centres undefined),-0.6,-2,5,-5,-12,2,-11,-6,1,0
COC(=O)C1=C(N)Oc2cc(C)n(CC3CCCO3)c(=O)c2C1c1ccccc1 (centres undefined),-0.2,4,1,-1,-1,-2,4,0,4,-2
CC(C)Oc1ccc(S(=O)(=O)N2CCOCC2)cc1NC(=O)CN1C(=O)c2ccccc2C1=O,2.2,1,5,-1,-1,-1,1,7,-2,-2
O=S(=O)(c1ccc(C(F)(F)F)cc1)N1CCCN(c2ccc(C(F)(F)F)cn2)CC1,-3.4,2,-16,-3,-6,-1,1,x,-1,6
Cc1cccc(N(CC(=O)N/N=C/c2ccc(C(=O)O)cc2)S(=O)(=O)c2ccccc2)c1C,-0.3,0,12,-14,6,-4,-1,x,3,-7
Cc1ccccc1CNC(=O)c1ccc2nc([C@@H]3O[C@H](CO)[C@H](O)[C@H](O)[C@H]3O)[nH]c2c1,0.7,0,-4,-3,2,8,-2,x,3,-8
COc1cc(OC)c(C#N)c(S(=O)(=O)Cc2ccccc2)c1,1.5,3,-1,-4,-2,3,-7,-1,3,-7
Cc1ccc(NC(=O)CSCC(=O)Nc2ccccc2C(=O)N2CCCCC2)cc1,0.5,-2,-5,3,-6,-1,0,0,-1,2
CC(=O)c1ccc(N(CC(=O)NCCc2ccccc2)C(=O)c2csnn2)cc1,-0.6,4,-1,-1,1,0,-1,13,2,-3
O=C(CSc1n[nH]c(-c2ccncc2)n1)NCCc1ccccc1,-2.5,-2,8,1,-7,1,9,7,0,4
Cc1cc(C)c(S(=O)(=O)N2CCOC2CNC(=O)C(=O)NCCc2ccc(S(N)(=O)=O)cc2)c(C)c1 (centres undefined),-1.2,-1,7,4,-4,2,1,-10,-1,1
CCC(CC)c1nnc(NC(=O)c2ccc([N+](=O)[O-])cc2)s1,-0.2,3,10,9,0,-1,0,-6,0,7
CCCCCCCCCCCCN1[C@@H](CC(=O)OC)c2cc(C(F)(F)F)ccc2S1(=O)=O,-0.3,0,3,-1,2,0,4,-7,-2,4
COc1ccc(S(=O)(=O)N2CCC[C@H]2C(=O)N2CCC[C@H]2C(=O)N(C)Cc2ccccc2)cc1C,-1.1,2,-15,-10,2,-5,5,x,0,-3
COc1ccc(S(=O)(=O)N2CCCC(C(=O)Nc3cccnc3)C2)cc1Cl (centres undefined),1.1,-3,3,-1,3,4,-2,4,2,0
COCC(C)NC(=O)CSc1nc(-c2ccccc2)c(-c2ccccc2)o1 (centres undefined),0.1,3,5,4,2,-2,1,-20,-3,-7
O=C1OCCN1C(=O)[C@H]1[C@H](c2ccc(F)cc2)C(c2ccccc2)=NN1c1ccccc1,-0.1,1,0,2,0,-2,1,-1,-1,-9
O=C(O)c1ccc(NS(=O)(=O)c2cccc(C(=O)Nc3ccccc3[N+](=O)[O-])c2)cc1,-2.1,-4,14,1,-1,0,-8,0,2,4
CCOc1ccc2oc(C(=O)NC3CCN(Cc4ccccc4)CC3)c(C)c2c1,-2.4,0,-2,0,-4,-4,4,0,-1,-4
Cc1nn(-c2ccccc2)c(C)c1[N+](=O)[O-],-0.4,2,4,-5,-2,-1,1,2,-1,-1

# Reformatted with values ahead of the structure: 14 of the compounds above
PG9 Ab binder	LEDGF integ inh	TDP2 inh	SIAE primary	DDE Tn7 FP inh	PRMT1 FP inh	TCR CD3 inh	HTRA1 inhibitor	UHRF1 MBD2 ctr	ABHD4 inh	SMILES
1.5	3	-1	-4	-2	3	-7	-1	3	-7	COc1cc(OC)c(C#N)c(S(=O)(=O)Cc2ccccc2)c1
0.5	-2	-5	3	-6	-1	0	0	-1	2	Cc1ccc(NC(=O)CSCC(=O)Nc2ccccc2C(=O)N2CCCCC2)cc1
-0.6	4	-1	-1	1	0	-1	13	2	-3	CC(=O)c1ccc(N(CC(=O)NCCc2ccccc2)C(=O)c2csnn2)cc1
-2.5	-2	8	1	-7	1	9	7	0	4	O=C(CSc1n[nH]c(-c2ccncc2)n1)NCCc1ccccc1
-1.2	-1	7	4	-4	2	1	-10	-1	1	Cc1cc(C)c(S(=O)(=O)N2CCOC2CNC(=O)C(=O)NCCc2ccc(S(N)(=O)=O)cc2)c(C)c1 (centres undefined)
-0.2	3	10	9	0	-1	0	-6	0	7	CCC(CC)c1nnc(NC(=O)c2ccc([N+](=O)[O-])cc2)s1
-0.3	0	3	-1	2	0	4	-7	-2	4	CCCCCCCCCCCCN1[C@@H](CC(=O)OC)c2cc(C(F)(F)F)ccc2S1(=O)=O
-1.1	2	-15	-10	2	-5	5	x	0	-3	COc1ccc(S(=O)(=O)N2CCC[C@H]2C(=O)N2CCC[C@H]2C(=O)N(C)Cc2ccccc2)cc1C
1.1	-3	3	-1	3	4	-2	4	2	0	COc1ccc(S(=O)(=O)N2CCCC(C(=O)Nc3cccnc3)C2)cc1Cl (centres undefined)
0.1	3	5	4	2	-2	1	-20	-3	-7	COCC(C)NC(=O)CSc1nc(-c2ccccc2)c(-c2ccccc2)o1 (centres undefined)
-0.1	1	0	2	0	-2	1	-1	-1	-9	O=C1OCCN1C(=O)[C@H]1[C@H](c2ccc(F)cc2)C(c2ccccc2)=NN1c1ccccc1
-2.1	-4	14	1	-1	0	-8	0	2	4	O=C(O)c1ccc(NS(=O)(=O)c2cccc(C(=O)Nc3ccccc3[N+](=O)[O-])c2)cc1
-2.4	0	-2	0	-4	-4	4	0	-1	-4	CCOc1ccc2oc(C(=O)NC3CCN(Cc4ccccc4)CC3)c(C)c2c1
-0.4	2	4	-5	-2	-1	1	2	-1	-1	Cc1nn(-c2ccccc2)c(C)c1[N+](=O)[O-]
